MPTP inh – mitochondrial permeability transition pore inhibitors, primary screen, biochemical, isolated mouse mitochondria, absorbance; Ca2+ swelling absorbance, 30 min; AID 602449, 2012; 1.4% of 360,000 active; inhibition, % at 10 µM;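 active = inhibition of 50% or more, scaled per plate between neutral and stimulator controls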;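 also: 0% = DMSO wells given calcium and 100% = 1 mM EGTA wells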
CXCR6 inh – CXCR6 receptor inhibitors, primary screen, cell-based, beta-arrestin, luminescence, CHO-K1 PathHunter, 1536-well | C-X-C chemokine receptor type 6 (Homo sapiens), O00574 | inhibition, % at 20 µM | 0.36% of 360,000 active; in the data active = inhibition above about 34%, passing the limit was not always enough;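 also: antagonist mode with CXCL16 agonist at 10 nM final; 0% = 10 nM CXCL16 with DMSO and 100% = unstimulated wells without agonist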
Target sequence (O00574 whole entry, looked up): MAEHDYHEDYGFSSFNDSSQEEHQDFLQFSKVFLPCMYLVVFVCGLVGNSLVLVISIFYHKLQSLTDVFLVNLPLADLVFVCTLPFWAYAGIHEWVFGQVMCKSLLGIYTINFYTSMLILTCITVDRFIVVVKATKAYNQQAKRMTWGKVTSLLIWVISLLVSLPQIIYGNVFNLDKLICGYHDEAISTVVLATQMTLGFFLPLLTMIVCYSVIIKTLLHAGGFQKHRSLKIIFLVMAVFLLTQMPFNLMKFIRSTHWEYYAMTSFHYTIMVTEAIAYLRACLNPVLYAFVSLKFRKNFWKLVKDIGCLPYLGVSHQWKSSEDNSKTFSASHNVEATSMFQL
EBI2 antag – EBI2 receptor antagonists, beta-arrestin recruitment, primary screen, cell-based, luminescence, 7a,25-OHC stimulation, uHTS. 7a,25-OHC stimulated. G-protein coupled receptor 183 (Homo sapiens), P32249. 0.81% of 360,000 active. inhibition, % at 5 µM. AID 651636, 2012; in the data active = inhibition above about 38%;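 also: enzyme fragment complementation signal reports receptor beta-arrestin coupling in cells; 0% = agonist plus DMSO wells and 100% = wells without agonist; some results beyond the cut were filed as inactive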
Target sequence (P32249 whole entry, looked up, the tested form may be a part): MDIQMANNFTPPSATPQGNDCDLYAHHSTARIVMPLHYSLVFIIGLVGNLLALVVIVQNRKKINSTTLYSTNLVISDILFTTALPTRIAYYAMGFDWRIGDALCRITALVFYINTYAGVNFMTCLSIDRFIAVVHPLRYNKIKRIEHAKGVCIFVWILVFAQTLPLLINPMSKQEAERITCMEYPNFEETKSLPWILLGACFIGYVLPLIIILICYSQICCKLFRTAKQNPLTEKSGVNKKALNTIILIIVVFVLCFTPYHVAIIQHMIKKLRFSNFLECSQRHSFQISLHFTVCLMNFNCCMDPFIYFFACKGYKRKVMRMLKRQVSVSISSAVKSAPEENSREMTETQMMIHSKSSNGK
* marks the source's active call; other numbers are inactive results.

The line under a structure holds: EBI2 antag | MPTP inh | CXCR6 inh
1) COC(=O)C1C2OC(C(Br)C2Br)C1C(=O)OC (stereo not drawn)
    -29 | 0.5 | 4
2) CC(C)Cn1cc(-c2cccc3nccn23)cn1
    -2 | 1.0 | -1
3) CC(C)c1ccc(NC(=O)COC(=O)Cn2cnc3c2c(=O)n(C)c(=O)n3C)cc1
    -5 | -0.3 | -3
4) CC(C)NC(=O)c1cc(C2CCCCN2S(=O)(=O)c2cccc3cccnc23)on1 (stereo not drawn)
    -1 | -0.4 | -2
5) CCNC(=O)C1(C)CCCN1C(=O)c1cc(C)on1 (stereo not drawn)
    -4 | -0.5 | -6
6) COc1ccccc1-c1cc(NC=O)c2ncc(-c3ccc(F)cc3)n2c1
    18 | 6.2 | 12
7) C[C@@H]1CN([C@H](C)CO)C(=O)CCCn2nncc2CO[C@H]1CN(C)Cc1ccc2cccnc2c1
    -4 | -1.1 | -16
8) Nc1ccn([C@@H]2O[C@H](C(=O)NCC(F)(F)F)[C@@H](O)[C@H]2O)c(=O)n1
    -2 | 0.3 | -3
9) CC1(C(=O)Nc2ccc(Cl)cc2)Cc2c(-c3ccc4c(c3)OCO4)ccnc2O1 (stereo not drawn)
    0 | -0.2 | -4
10) CC(C)CC(N)c1csc(Nc2ccc(C(=O)N(C)Cc3ccccc3)cn2)n1 (stereo not drawn)
    0 | 1.6 | -6
11) COc1ccc(-c2nc3ccc(Cl)cn3c2CC(C)(C)C)cc1OC
    -2 | 2.6 | 6
12) CC(C)CNc1ncnc2c1ncn2[C@H]1CN(Cc2ccco2)C[C@@H](CO)O1
    -4 | -1.6 | -2
13) CCc1nc2ccc(C(=O)N(CC)CCN(C)C)cn2c1N(C)C(=O)C1CCCCC1
    -3 | -1.3 | -4
14) C[C@H]1CN([C@@H](C)CO)S(=O)(=O)c2ccc(Br)cc2O[C@H]1CN(C)Cc1ccccc1F
    -11 | -1.1 | 2
15) Nc1ncnc2c1ncn2[C@@H]1O[C@H](C(=O)NCCCN2CCCC2=O)[C@@H](O)[C@H]1O
    -4 | -0.8 | 1
16) C[C@@H]1CCCCO[C@@H](CN(C)S(=O)(=O)c2cn(C)cn2)[C@@H](C)CN([C@H](C)CO)C(=O)c2cc(N(C)C)ccc2O1
    -3 | 0.8 | 0
17) COc1ccc(CN(C)C[C@H]2OCc3cnnn3CCCC(=O)N([C@H](C)CO)C[C@@H]2C)cc1
    1 | -0.7 | 2
18) COC[C@@H]1CCCN1c1ccc2c(c1)O[C@H](COCc1ccccc1)CN([C@H](C)c1ccccc1)S2(=O)=O
    6 | 1.0 | 7
19) CC(=O)OC1CC2C(C)(C)C(=O)C=CC2(C)C2CCC3(C)C(c4ccoc4)OC(=O)C4OC43C12C (stereo not drawn)
    25 | -1.7 | 8
20) CC(C)C[C@@H]1COc2cccc(N3CCSCC3)c2S(=O)(=O)N1
    -10 | -0.8 | 3
21) O=C(NC(c1ccc2ccccc2n1)c1cccs1)C1CCN(Cc2cccc(C(F)(F)F)c2)CC1 (stereo not drawn)
    3 | -1.6 | 13
22) CC1(C(=O)NCc2ccc3c(c2)OCO3)CCN1C(=O)C1(c2ccc(Cl)cc2)CC1 (stereo not drawn)
    2 | -0.1 | 3
23) CC1=C(C(=O)N(C)C)CC(CC(=O)NC(c2ccccc2)c2ccccc2)C(=O)N1Cc1ccc(C(C)(C)C)cc1 (stereo not drawn)
    10 | 0.3 | 16
24) Cc1cccc(C)c1NC(=O)CN1CCN(C(=O)c2cc(C3CC3)nn2-c2ccccc2)CC1
    -4 | 1.5 | 8
25) COc1ccc(-c2cc(C(=O)Nc3ccc(NC(C)=O)cc3)[nH]n2)c(C)c1
    -11 | -0.1 | -5
26) Cc1cccc(NC(=O)CSc2nnc3ccc(-c4cccnc4)nn23)c1
    -2 | -0.8 | 0
27) CSc1ccc(Cn2c(C)c(C(=O)NCc3cccc(C)c3)sc2=O)cc1
    16 | -1.5 | 6
28) O=C(NCc1ccccn1)c1[nH]c(C(F)(F)F)nc1-c1ccccc1
    -4 | -1.7 | 2
29) CCCCC(=O)N(C)c1c(C)nc2ccc(C(=O)N(C)CCN(C)C)cn12
    1 | -1.9 | -6
30) COc1ccc(C(=O)N2CCC(C)(C(=O)NS(=O)(=O)C3CC3)C2)cc1 (stereo not drawn)
    -3 | -0.7 | 4
31) COc1ccccc1CC1(C)C(=O)Nc2c(Cl)cccc21 (stereo not drawn)
    0 | -0.9 | -7
32) CSCCNC(=O)C1(C)CCN1C(=O)c1ccc(C(C)(C)C)cc1 (stereo not drawn)
    0 | 0.6 | 6
33) CN(CCc1ccccc1)C(C(=O)Nc1ccc2c(c1)OCCO2)C1CC1 (stereo not drawn)
    3 | -1.5 | 1
34) COc1ccc(CNC(=O)c2sc(=O)n(Cc3ccc(-c4ccccc4)cc3)c2C)cc1OC
    -6 | 0.4 | -3
35) CCOC(=O)C1=C[C@@H](C(C)(C)C)N(S(=O)(=O)c2ccc(C)cc2)[C@H]1c1ccccc1
    -5 | 1.6 | -1
36) CCCCNC(=O)C(=O)Nc1ccc2c(c1)N(S(=O)(=O)c1cccs1)CCC2
    2 | -1.4 | 10
37) O=C(CN1c2cccc3cccc(c23)S1(=O)=O)NCc1ccccc1Cl
    7 | 0.4 | -9
38) CCN(CC)CCN(C)C(c1ccnc2ccccc12)c1nnnn1-c1ccc2c(c1)OCCO2 (stereo not drawn)
    -9 | -0.3 | 5
39) CCN1C(=O)[C@H]2[C@@H](c3ccc(OC)cc3)N[C@]3(CCCN(Cc4ccc(C(F)(F)F)cc4)C3=O)[C@H]2C1=O
    -2 | -1.1 | 1
40) COc1cc(C(=O)N2CCN(C3=NS(=O)(=O)c4ccccc43)CC2)cc(OC)c1OC
    -4 | -0.4 | -2
41) CCC(C)C(=O)C(=O)N1CCC(n2nccc2NC(=O)CCOc2ccccc2)CC1 (stereo not drawn)
    -1 | -0.4 | -7
42) CC1(c2nc3ccccc3cc2C#N)OCCO1
    -5 | -0.4 | -8
43) CC1CC(NC(=S)N(C)C)CC(C)(C)C1 (stereo not drawn)
    1 | -0.2 | -6
44) CCC[C@H]1CN(c2ccc(Br)cc2)C(=O)[C@@H]1CC(=O)NC
    -3 | -0.5 | 6
45) CCCc1nc2c(C)cc(Br)cn2c1Cc1ccc(C)cc1
    2 | 1.7 | 10
46) Cc1cc(C)cc(Cn2c3ccc(NC(=O)NCCc4cccs4)cc3c(=O)n2C)c1
    6 | -0.6 | -12
47) COc1ccc([C@H]2N[C@]3(CCCN(Cc4ccc(C(F)(F)F)cc4)C3=O)[C@H]3C(=O)N(C)C(=O)[C@@H]23)cc1
    3 | -0.3 | -2
48) CCc1nc2c(OCc3ccc(C(F)(F)F)cc3)cccn2c1N(C=O)Cc1ccc(OC)cc1
    12 | 0.3 | 14
49) COc1ccc(CN(C)C(=O)C2CC(=O)N(c3ccc4c(c3)OCCO4)C2)cc1 (stereo not drawn)
    1 | -0.3 | -4
50) CCCCN1C(=O)C(CC(=O)NCCCN(C)C)CC(C(=O)N(C)C)=C1C (stereo not drawn)
    -6 | -0.8 | -3
51) CC(=O)c1cccc(OCc2cc(C(=O)N(C)Cc3nccs3)no2)c1
    -2 | 1.7 | -7
52) O=C(Nc1ccc(Cl)cc1)C1Cc2c(-c3ccc(Cl)cc3)ccnc2O1 (stereo not drawn)
    -3 | 2.2 | 5
53) COc1ccc(CNC(=O)C2CCN(S(=O)(=O)c3ccc(N4CCCC4=O)cc3)CC2)cc1
    -7 | 0.5 | -8
54) O=C(NCC1CC1)c1cc2c(c(-c3cccc(-c4ccccc4F)c3)n1)[C@@H](CCO)N(C(=O)CC1CC1)C2
    19 | -1.4 | 7
55) COc1ccc(CNC(=O)CCS(=O)(=O)c2ccc3nc(C)sc3c2)cc1
    2 | -1.9 | -2
56) CC(C)(C)c1ccc(CC(=O)N2CCC2(C)C(=O)NCc2ccc3c(c2)OCO3)cc1 (stereo not drawn)
    -15 | 0.2 | 2
57) Clc1ccccc1NN(Cc1ccccn1)c1ccccc1Cl
    22 | 2.3 | 3
58) COc1ccc(C(=O)NCC(=O)NCc2ccc3c(c2)OCO3)cc1[N+](=O)[O-]
    -11 | 0.6 | 2
59) O=C(c1ccccc1)N1CCN(c2cc(Cl)nc3cc(-c4cccc(Cl)c4)nn23)CC1
    15 | -1.4 | 4
60) CCCOc1cccn2c(N(C=O)Cc3ccc(OC)cc3)c(CC)nc12
    -7 | 0.2 | 8

Remaining list, next part:
The line under a structure holds: EBI2 antag | MPTP inh | CXCR6 inh
61) O=C(Nc1ccc(C(O)c2ccccc2)cc1)[C@@H]1O[C@H](CO)[C@H](O)[C@H](O)[C@H]1O (stereo partly drawn)
    -5 | 0.9 | 6
62) CCCNC(=O)C1(C)CCN(C(=O)c2cccc(C(F)(F)F)c2)C1 (stereo not drawn)
    -8 | 0.2 | -2
63) CCCS(=O)(=O)NC(=O)C1(C)CCCN(C(=O)c2cc(F)ccc2C)C1 (stereo not drawn)
    -7 | -1.3 | 2
64) COc1ccc(-c2ccc(C(=O)NCCN3CCOCC3)c3occc23)c(C)c1
    5 | 0.0 | 22
65) CC1(C(=O)NS(=O)(=O)c2ccccc2Cl)CCN1C(=O)c1ccccc1 (stereo not drawn)
    -2 | 0.0 | 4
66) CCc1nc2c(OCc3ccccc3C)cccn2c1N(C)C(=O)c1ccco1
    1 | -0.4 | -5
67) COC(=O)N(C)C[C@@H]1OCc2cnnn2CCCC(=O)N([C@H](C)CO)C[C@H]1C
    -6 | -1.5 | 2
68) N#Cc1ccccc1S(=O)(=O)N1CCN(Cc2cc3c(cc2Br)OCCO3)CC1
    2 | -0.3 | -3
69) O=S1(=O)N[C@@H](Cc2ccccc2)COc2cc(N3CCSCC3)ccc21
    -11 | -0.7 | 1
70) COc1ccc(CC(=O)NNC(=S)NC(=O)c2cc(OC)c(OC)c(OC)c2)cc1
    0 | -0.1 | 16
71) CCOc1ccc(Cl)cc1-c1cc(C(=O)Nc2ccc(F)cc2)[nH]n1
    28 | 5.0 | -11
72) COc1cccc(-c2cnc(C(O)c3ccc(C)c(F)c3)[nH]2)c1 (stereo not drawn)
    -11 | 1.3 | -11
73) CCN(CC)C(=O)c1cccc(-c2csc(C(O)c3ccc(F)c(F)c3)n2)c1 (stereo not drawn)
    6 | 2.2 | -9
74) COCCNC(=O)C1(C)CCN(C(=O)c2sccc2C)C1 (stereo not drawn)
    -7 | 0.4 | -8
75) COC(=O)c1ccc2nc(-c3ccccc3)c(Cc3cccc(F)c3)n2c1
    18 | 1.1 | 16
76) O=C(O)c1ccc(CNC(=O)c2ccc(S(=O)(=O)N3CCCC3)cc2)cc1
    -6 | -0.2 | 2
77) CCCCNS(=O)(=O)c1cccc(NC(=O)[C@H]2C[C@H](O)[C@@H](CO)O2)c1
    -12 | 0.5 | 1
78) CC(C)[C@@H]1CC2=C(C(=O)OC(C)(C)O2)[C@H](CCc2ccccc2)O1
    13 | 0.5 | -6
79) O=S1(=O)N[C@@H](Cc2ccccc2)COc2cccc(N3CCSCC3)c21
    4 | 0.8 | 12
80) O=C1C=CC(=O)N1c1ccc(-c2nc3ccccc3o2)cc1
    -2 | 6.4 | 60*
81) NS(=O)(=O)c1ccc(N2C(=O)CCCC2=O)cc1
    -5 | 0.6 | -4
82) CCOC(=O)C1CCCN(C(=O)c2cc(C(C)(C)C)nn2C)CC1 (stereo not drawn)
    1 | -0.8 | 2
83) O=C(NCc1ccncc1)Nc1ccc(Cc2ccc(NC(=O)NCc3ccncc3)cc2)cc1
    -7 | -0.9 | 2
84) Cc1cn([C@H]2C[C@H](O)[C@@H](/C=C/C(=O)NCc3ccc(N(C)C)cc3)O2)c(=O)[nH]c1=O
    2 | -3.5 | -8
85) OCC[C@@H]1C[C@H](O)[C@@H](O)[C@]2(OCc3ccc(CO)cc32)O1
    -10 | -1.9 | 0
86) Cc1ccc(S(=O)(=O)NC(=O)C2(C)CCN2C(=O)c2ccccc2CCc2ccccc2)nc1 (stereo not drawn)
    6 | 0.4 | -7
87) CN(C)CCN(C)C1CN(Cc2ccccc2)S(=O)(=O)C1 (stereo not drawn)
    -11 | -0.5 | -4
88) COc1cccc(C(C)(O)c2nc(-c3cc(F)cc(F)c3)cs2)c1 (stereo not drawn)
    12 | 5.4 | 3
89) CCCn1c(C)cc(C(=O)COC(=O)c2cc(=O)[nH]c3ccccc23)c1C
    2 | 0.2 | -2
90) COC(=O)[C@@]1(Cc2ccc(OC)cc2)[C@H]2c3cc(C(=O)N4CCCC4)n(Cc4ccccc4)c3C[C@H]2CN1C(=O)c1ccccc1
    9 | -3.8 | 18
91) c1ccc(Oc2ccccc2-c2cc(NCCc3cccnc3)n3nccc3n2)cc1
    -3 | 1.1 | 3
92) O=C(OCc1ccccc1)N1CCC2CC1c1cc(N3CCN(C(=S)NCCc4ccccc4)CC3)ccc12 (stereo not drawn)
    27 | -1.1 | 3
93) C[C@H](NC(=O)C1CCN(S(=O)(=O)c2ccccc2)CC1)C(=O)NCc1ccncc1
    -4 | 0.8 | -11
94) O=C1NC[C@H](CCCCN2CCN(Cc3ccccc3)C(=O)C2=O)N(CC2CCCCC2)C1=O
    -5 | 0.5 | -1
95) CC(C)N1CC2(CC(c3ccccc3F)=NO2)CN1C(=O)c1ccc(C(C)(C)C)cc1 (stereo not drawn)
    1 | 1.6 | 0

Some of the compounds tested (hit frequency here may not be typical).
